# mIAP block: mouse IAP inhibition | purified mouse IAP, CDP-Star luminescence, 30 min | 330,000 compounds, 0.2% hits | AID 2806 | inhibition, % at 10 µM;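 active = inhibition of at least 40% at 10 µM in the primary screen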;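 note: plate controls were DMSO with enzyme for no effect and no enzyme wells for full effect; values of inactives mirror those of a sister screen read the other way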
# hIAP act: human IAP activation; activation factor at 10 µM; P09923; purified human IAP, CDP-Star luminescence, 30 min; active compounds read high; 1 = vehicle-only enzyme, 0 = enzyme-free background; 330,000 compounds, 0.16% hits;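 active = activation factor of the enzyme at least 2-fold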; note: the source names both 10 and 20 µM as test concentration; values of inactives mirror those of a sister screen read the other way
# Target sequence (P09923 whole entry, looked up): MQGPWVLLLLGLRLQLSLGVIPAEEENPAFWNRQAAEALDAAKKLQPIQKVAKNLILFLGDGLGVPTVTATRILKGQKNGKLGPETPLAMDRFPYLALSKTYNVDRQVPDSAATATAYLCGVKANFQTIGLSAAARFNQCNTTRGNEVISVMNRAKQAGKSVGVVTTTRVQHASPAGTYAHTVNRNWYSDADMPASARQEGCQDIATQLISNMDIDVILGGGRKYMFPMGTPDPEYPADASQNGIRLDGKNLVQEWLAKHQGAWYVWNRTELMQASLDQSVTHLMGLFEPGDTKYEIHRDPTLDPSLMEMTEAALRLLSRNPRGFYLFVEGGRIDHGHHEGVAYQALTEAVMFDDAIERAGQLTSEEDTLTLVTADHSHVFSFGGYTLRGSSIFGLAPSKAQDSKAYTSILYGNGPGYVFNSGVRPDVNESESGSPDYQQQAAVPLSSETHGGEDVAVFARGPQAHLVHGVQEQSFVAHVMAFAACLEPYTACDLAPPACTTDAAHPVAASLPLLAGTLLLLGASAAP
# MPTP block: permeability transition pore inhibition. isolated mouse mitochondria, Ca2+ swelling absorbance, 30 min. inhibition, % at 10 µM. 360,000 compounds, 1.4% hits. AID 602449;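 active = inhibition of 50% or more, scaled per plate between neutral and stimulator controls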;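 note: 0% = DMSO wells given calcium and 100% = 1 mM EGTA wells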
# NR3A LBD binder: NR3A (human) ligand-binding domain modulation; NR3A LBD differential scanning fluorimetry, Tm shift; 0% = protein alone, 100% = glycine-bound protein; Tm shift relative to glycine control, % at 25 µM; 340,000 compounds, 2.5% hits; AID 1259313;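 active = melting temperature shift of at least 10% of the positive control shift, at one fixed dose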
# hIAP inh: human IAP inhibition | purified IAP, CDP-Star luminescence, 30 min | inhibition, % at 10 µM | 330,000 compounds, 0.12% hits | AID 2544;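 active = inhibition reaching a set limit with compound at 10 µM in the primary screen, cut at about 35% in these data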;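 note: plate controls were DMSO wells with enzyme for no effect and no-enzyme buffer wells for full effect; values of inactives mirror those of a sister screen read the other way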
# MIN6 prolif: induces beta-cell replication in MIN6 cells; MIN6 cells proliferation, ATPlite luminescence, 48 h; cells starved in 0.2% serum; 100% = growth in 10% serum; proliferation, % at 10 µM; 330,000 compounds, 0.29% hits;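 active = compounds whose signal lies at least 3.5 SD above the mean of all wells on their plate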;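 note: 0% = DMSO-treated cells in low-serum medium and 100% = 10% serum control; some compounds called inactive have numbers as strong as hits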
# APOBEC3G inh: inhibitors of human APOBEC3G DNA deaminase; recombinant A3G, ssDNA deamination FAM/TAMRA fluorescence; inhibition, % at 20 µM; 330,000 compounds, 0.28% hits;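 active = inhibition of at least 40% at 20 µM, with no more than 30% in the related APOBEC3A deaminase screen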;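 note: plate controls were DMSO wells with A3G for no effect and wells lacking A3G enzyme for full effect; some compounds called inactive have numbers as strong as hits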
# Target sequence (Q9HC16 whole entry, looked up): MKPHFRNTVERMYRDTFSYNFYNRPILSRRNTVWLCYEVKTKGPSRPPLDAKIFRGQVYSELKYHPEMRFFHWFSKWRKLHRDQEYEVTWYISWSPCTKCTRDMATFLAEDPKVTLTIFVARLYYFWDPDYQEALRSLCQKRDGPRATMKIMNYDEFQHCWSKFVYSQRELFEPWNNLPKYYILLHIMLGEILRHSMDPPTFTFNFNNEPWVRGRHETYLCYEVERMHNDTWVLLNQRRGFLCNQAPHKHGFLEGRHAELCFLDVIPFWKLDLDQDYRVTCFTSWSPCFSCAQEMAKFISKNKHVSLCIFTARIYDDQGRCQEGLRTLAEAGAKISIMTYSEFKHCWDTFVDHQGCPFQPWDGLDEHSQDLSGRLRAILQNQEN
# A3A deaminase: human APOBEC3A DNA deaminase inhibition; 330,000 compounds, 0.41% hits; inhibition, % at 20 µM; AID 493011; P31941; recombinant A3A, FAM/TAMRA ssDNA deamination fluorescence;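 active = at least 40% inhibition at 20 µM here, with at most 30% in a related deaminase screen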;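 note: plate controls were A3A with DMSO for no effect and wells lacking A3A enzyme for full effect; some results filed as inactive read as strong as hits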
# mIAP act: mouse IAP activation. muIAP, CDP-Star luminescence, 30 min; active compounds read high; 1 = vehicle-only enzyme signal, 0 = enzyme-free wells. activation factor at 10 µM. 330,000 compounds, 0.24% hits. AID 2805;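 active = activation factor of at least 2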; note: the source names both 10 and 20 µM as test concentration; values of inactives mirror those of a sister screen read the other way
#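 Assay system: mouse IAP enzyme; Reagent: CDP-Star chemiluminescent phosphatase substrate; Compound: DMSO-dissolved test compounds; Incubation: 30 min, room temperature; Technique: luminescence from enzymatic CDP-Star hydrolysis; Controls: DMSO-only wells and no-enzyme negative control.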
# * marks the source's active call; other numbers are inactive results; nt = not tested or not shown. This is a subset (hit frequency here may not be typical).
1) CSc1ncc(Cl)c(C(=O)O)n1
2) O=C(O)c1ccc(N=Cc2c(O)[nH]c(=O)[nH]c2=O)cc1
3) Cc1nn(Cc2ccccc2)c(C)c1C(=O)NCc1ccccc1F
4) Cc1cc(C(=O)OCC(=O)Nc2ccc(F)cc2F)c(C)n1C1CC1
5) CSc1ccc(C(=O)C2CCCN(C)C2)cc1 (stereo not drawn)
6) Cc1ccc(-c2nc(CS(=O)CC(=O)N3CCC4(CC3)OCCO4)c(C)o2)cc1 (stereo not drawn)
7) Cc1nn(Cc2ccccc2)c(C)c1C=C1C(=O)NC(=O)NC1=O
8) Nc1ccc(S(=O)(=O)N2CC3CC(C2)c2cccc(=O)n2C3)cc1 (stereo not drawn)
Assay by compound	1	2	3	4	5	6	7	8
mIAP block	3	-21	-2	-2	-7	10	-1	-8
hIAP act	1.2	1.1	1	0.99	1.1	0.97	0.84	0.99
MPTP block	-5.0	0.8	0.4	1.5	0.3	-2.3	2.4	-0.2
NR3A LBD binder	4	0	-2	0	-3	nt	-1	1
hIAP inh	-20	-8	-1	1	-8	2	16	1
MIN6 prolif	-2	-5	4	6	-3	-2	0	-5
APOBEC3G inh	-4	1	-4	-7	-7	-2	-4	-3
A3A deaminase	2	0	1	2	-3	-2	0	-2
mIAP act	0.97	1.2	1	1	1.1	0.9	1	1.1

9) c1ccc(C2OCCN3CCCCC23)cc1 (stereo not drawn)
10) O=C1CN=C(c2cc([N+](=O)[O-])ccc2Cl)c2cc([N+](=O)[O-])ccc2N1
11) CNC(=O)Oc1ccc(-c2cn3cc(Cl)ccc3n2)cc1
12) COc1cc(/C=N/n2cnnc2)ccc1OC(=O)N(C)C
13) O=C(CCN1CCOCC1)NCC(=O)Nc1ccc(Br)cc1C(=O)c1ccccc1
14) C=CCN=C(SCC(=O)c1ccc(Cl)cc1)c1c(O)n(C)c(=O)n(C)c1=O
15) Cc1ccc(Cl)cc1-n1c(O)c(C=NCCCN2CCOCC2)c(=O)[nH]c1=O
16) O=C(CCNC(=O)N1C[C@H]2C[C@@H](C1)c1cccc(=O)n1C2)Nc1ccc(F)cc1
Assay by compound	9	10	11	12	13	14	15	16
mIAP block	-2	4	-4	6	-7	19	-6	-2
hIAP act	0.92	1.1	0.93	0.87	0.86	0.95	1.1	1.1
MPTP block	15	2.4	-2.9	1.0	-0.3	12	-1.3	2.5
NR3A LBD binder	11*	1	-3	3	2	0	0	-2
hIAP inh	8	-11	8	13	14	5	-6	-8
MIN6 prolif	0	-3	-5	-2	0	-3	0	-4
APOBEC3G inh	-4	0	-5	-7	1	-8	-5	-7
A3A deaminase	-5	4	0	-6	2	-4	-4	2
mIAP act	1	0.96	1	0.94	1.1	0.81	1.1	1

17) COC(=O)C1=C(c2ccc(-c3ccccc3)c(F)c2)C[C@@H]2CC[C@H]1N2C(=O)NCCOc1ccc(OC)cc1
18) O=C1CCCN1CC#CCN1CCCC1
19) CCCCCn1c(=O)c(C(=O)NCc2ccccn2)c(O)c2ccccc21
20) COCCNC(=O)Cn1cc(/C=C2\C(=O)NC(=O)N(c3ccccc3F)C2=O)c2ccccc21
21) CCOc1ccc(N=Cc2c(O)n(-c3ccc(C)c(C)c3)c(=O)[nH]c2=O)cc1
22) O=c1[nH]c(=O)n(Cc2ccc(F)cc2)c(O)c1C=NCC1CCCO1 (stereo not drawn)
23) COC(=O)C1=C(c2ccc(F)cc2OCc2ccccc2)C[C@@H]2CC[C@H]1N2C(=O)NCc1ccccc1OC
24) Nc1ccc2c(c1)Cc1ccccc1-2
Assay by compound	17	18	19	20	21	22	23	24
mIAP block	-8	-4	12	-2	-7	-2	-23	-2
hIAP act	0.95	1	0.93	1	1.1	0.98	1	1.1
MPTP block	0.0	-1.3	3.4	-0.6	2.2	-0.3	-1.5	2.3
NR3A LBD binder	-8	-1	10	2	0	-1	-9	-2
hIAP inh	5	0	7	-4	-14	2	-4	-12
MIN6 prolif	-7	-5	-3	1	-1	-2	-7	-2
APOBEC3G inh	-9	-5	-1	-5	7	-1	-11	0
A3A deaminase	-3	-1	3	-2	6	0	-5	2
mIAP act	1.1	1	0.88	1	1.1	1	1.2	1

25) Cc1ccc(N2C(=O)NC(=O)/C(=C\c3ccsc3)C2=O)cc1C
26) Cc1ccccc1-n1c(O)c(/C=N/N2CCOCC2)c(=O)[nH]c1=S
27) O=c1[nH]c2ccccc2c(=O)n1-c1cccc(Cl)c1
28) Cc1c(CCN)ccc2c1[nH]c1ccccc12
29) Cc1nc2ccccc2c(=O)n1-c1cccc(C(F)(F)F)c1
30) CCC(=Nc1ccc(OC)cc1OC)c1c(O)[nH]c(=O)[nH]c1=O
31) Cc1cccc(C)c1NC(=O)c1cccn(Cc2ccc3c(c2)OC(F)(F)O3)c1=O
32) Cc1cc(C)n(CCOC(=O)C2C(C=C(Cl)Cl)C2(C)C)n1 (stereo not drawn)
Assay by compound	25	26	27	28	29	30	31	32
mIAP block	0	9	6	-2	-2	-5	-6	-8
hIAP act	0.81	0.95	0.96	1.1	0.89	1	1.3	0.98
MPTP block	nt	1.1	-0.1	-1.5	-0.5	-1.3	7.9	0.8
NR3A LBD binder	nt	1	0	-10	2	1	-4	7
hIAP inh	19	5	4	-9	11	-4	-30	2
MIN6 prolif	0	-1	3	-6	0	0	-6	0
APOBEC3G inh	-10	3	-6	-9	8	-3	-2	-10
A3A deaminase	-1	1	-2	-5	1	-2	2	-7
mIAP act	1	0.91	0.94	1	1	1	1.1	1.1

33) Cc1ccc(N2C(=O)NC(=O)/C(=C/c3ccc(OC(=O)c4cccs4)cc3)C2=O)cc1
34) COC(=O)C1=C(c2cccc(OCc3ccccc3)c2)C[C@@H]2CC[C@H]1N2C(=O)NCc1ccc(C(C)(C)C)cc1
35) CN1CCN(Cc2nc3ccccc3c(=O)[nH]2)CC1
36) CCCCCCN=C(C)c1c(O)n(CCCC)c(=O)[nH]c1=O
37) CCC(=NCCCN(CC)CC)c1c(O)n(C2CCCCC2)c(=O)[nH]c1=O
38) O=C(c1ccccc1)c1cn(CC(=O)N2CCCC2)c2ccccc12
39) O=C(COc1ccccc1)N1CCN(C2CCCC2)CC1
40) COC(=O)C1=C(N)Oc2c(c(=O)oc3ccccc23)C1c1cccnc1 (stereo not drawn)
Assay by compound	33	34	35	36	37	38	39	40
mIAP block	2	-25	-3	10	6	0	3	1
hIAP act	0.95	0.87	1.1	0.97	1	0.98	1	1.1
MPTP block	9.4	0.5	-0.7	-5.1	1.6	-1.3	-1.8	-11
NR3A LBD binder	-7	-1	4	0	-2	2	0	0
hIAP inh	5	13	-9	3	-2	2	-2	-5
MIN6 prolif	-3	-7	1	5	-4	-1	1	-1
APOBEC3G inh	-7	-4	0	-6	-7	0	-7	-3
A3A deaminase	-3	-1	1	-5	-2	4	-6	6
mIAP act	0.98	1.3	1	0.9	0.94	1	0.97	0.99

41) CC1=Nc2ccccc2/C1=C/c1c(O)[nH]c(=O)[nH]c1=O
42) CC12CC(c3ccccc3O1)C(C(=O)OCc1ccccc1)C(=O)N2 (stereo not drawn)
43) CC(C)CCn1c(=O)c(C(=O)NCc2ccc3c(c2)OCO3)c(O)c2ccccc21
44) O=C(Nc1cccc(Cl)c1)c1c(O)c2c(n(Cc3ccco3)c1=O)CCCC2
45) Cc1ccc(CN2CCN(CC(=O)N3CCC4(CC3)OCCO4)C2=O)cc1
46) CC(=O)Nc1ccc(C(c2c(O)c3ccccc3oc2=O)c2c(C)n(C)n(-c3ccccc3)c2=O)cc1 (stereo not drawn)
47) O=c1cccc2n1CC1CC2CN(Cc2c(F)cccc2Cl)C1 (stereo not drawn)
48) CCOC(=O)c1c(C)[nH]c(C(=O)C(C)N2CCCC2)c1C (stereo not drawn)
Assay by compound	41	42	43	44	45	46	47	48
mIAP block	3	1	4	-1	-9	-6	-1	-3
hIAP act	1	0.99	1	0.97	1.1	1.2	1	0.95
MPTP block	5.1	-0.3	-1.9	nt	0.6	2.3	-0.1	0.4
NR3A LBD binder	1	1	-3	6	-1	0	-1	0
hIAP inh	0	1	-2	3	-7	-22	-3	4
MIN6 prolif	-4	1	-5	-4	3	1	-1	-4
APOBEC3G inh	2	-4	0	-4	-7	-3	-11	-7
A3A deaminase	1	0	2	1	-7	-2	-4	-2
mIAP act	0.97	0.99	0.96	1	1.1	1.1	1	1

49) COc1ccc(CNCCc2ccc(Cl)cc2Cl)cc1
50) CCCCP(=O)(O)CCC(=O)O
51) Cc1ccc(S(=O)(=O)N(C)c2ccc(C(=O)NCC3(N(C)C)CCCCC3)cc2)cc1
52) CN1CCN(c2ccc(NC(=O)C(C)(C)C)cc2)CC1
53) CCn1c(O)c(C=Nc2cc(Cl)ccc2Cl)c(=O)n(CC)c1=O
54) C[C@H]1CC[C@H]2NCCN[C@H]2C1
55) Cc1ccccc1N1C(=O)NC(=O)/C(=C\c2ccc3c(c2)CCCN3Cc2ccccc2)C1=O
56) Nc1ccc2nonc2c1[N+](=O)[O-]
Assay by compound	49	50	51	52	53	54	55	56
mIAP block	3	-6	1	-4	11	-1	12	16
hIAP act	1	1.1	1.4	0.94	0.97	0.97	0.93	0.92
MPTP block	-0.1	-8.0	0.1	2.9	0.6	0.7	37	-3.2
NR3A LBD binder	1	1	2	2	-1	0	-18	-1
hIAP inh	0	-10	-35	6	3	3	8	8
MIN6 prolif	-1	5	0	-2	0	0	2	4
APOBEC3G inh	-4	2	-6	-4	-3	-6	0	-5
A3A deaminase	-3	10	-2	-5	-1	62*	3	2
mIAP act	0.97	1.1	0.99	1	0.89	1	0.88	0.84

# Filtered by structure, the entries above with sulfur.
1) CSc1ncc(Cl)c(C(=O)O)n1
5) CSc1ccc(C(=O)C2CCCN(C)C2)cc1 (stereo not drawn)
6) Cc1ccc(-c2nc(CS(=O)CC(=O)N3CCC4(CC3)OCCO4)c(C)o2)cc1 (stereo not drawn)
8) Nc1ccc(S(=O)(=O)N2CC3CC(C2)c2cccc(=O)n2C3)cc1 (stereo not drawn)
14) C=CCN=C(SCC(=O)c1ccc(Cl)cc1)c1c(O)n(C)c(=O)n(C)c1=O
25) Cc1ccc(N2C(=O)NC(=O)/C(=C\c3ccsc3)C2=O)cc1C
26) Cc1ccccc1-n1c(O)c(/C=N/N2CCOCC2)c(=O)[nH]c1=S
33) Cc1ccc(N2C(=O)NC(=O)/C(=C/c3ccc(OC(=O)c4cccs4)cc3)C2=O)cc1
51) Cc1ccc(S(=O)(=O)N(C)c2ccc(C(=O)NCC3(N(C)C)CCCCC3)cc2)cc1
Assay by compound	1	5	6	8	14	25	26	33	51
mIAP block	3	-7	10	-8	19	0	9	2	1
hIAP act	1.2	1.1	0.97	0.99	0.95	0.81	0.95	0.95	1.4
MPTP block	-5.0	0.3	-2.3	-0.2	12	nt	1.1	9.4	0.1
NR3A LBD binder	4	-3	nt	1	0	nt	1	-7	2
hIAP inh	-20	-8	2	1	5	19	5	5	-35
MIN6 prolif	-2	-3	-2	-5	-3	0	-1	-3	0
APOBEC3G inh	-4	-7	-2	-3	-8	-10	3	-7	-6
A3A deaminase	2	-3	-2	-2	-4	-1	1	-3	-2
mIAP act	0.97	1.1	0.9	1.1	0.81	1	0.91	0.98	0.99

# Screens (PubChem BioAssay)
